# V-ATPase pH – yeast V-ATPase proton transport regulation by pHLuorin; AID 504577; 350,000 tested, 0.37% active; S. cerevisiae, pHLuorin cytosolic pH fluorescence; response, % at 10 µM; in the data active = response mostly above about 7.3%, no sharp cut-off; inactive = mostly below about 5.4%; note: actives read high; inactives centre near 0; some compounds called inactive have numbers as strong as hits
# Wnt bcat act – activators of Wnt/beta-catenin signaling; Wnt/beta-catenin reporter cell assay, activator, plate reader; AID 743398; activation, % at 9.35 µM; 300,000 tested, 1.2% active; in the data active = activation above about 30%, passing the limit was not always enough;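 note: 0% = neutral control wells and 100% = positive control wells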
# MITF TRPM1 HTS – MITF TRPM1 promoter activation in melanoma cells; SK-MEL-5 TRPM1-promoter luciferase, 24 h; % of positive control, neutral wells = 0; activation, % at 12.5 µM; 300,000 tested, 0.75% active; AID 588334;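 active = mean activation of at least 80% with every replicate also reaching 80%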;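 note: 0% = neutral control wells and 100% = parthenolide positive control wells; values of inactives mirror those of a sister screen read the other way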
# CAL PDZ FP-1 – blocks peptide binding to human CAL PDZ domain. Q9HD26. inhibition, % at 20 µM. purified CAL PDZ, TMR-peptide fluorescence polarization, 1 h. 330,000 tested, 0.02% active. AID 504414;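 active = highest replicate inhibition of at least 40%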;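 note: plate controls were DMSO neutral control wells for no effect and unlabeled competitor peptide control wells for full effect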
#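 Control set: unlabelled peptide and DMSO controls / Material: purified CerCALP PDZ construct / Timing: 1 h incubation at room temperature before polarization reading / Doses: 20 µM, one dose / Detection: fluorescence polarization (mP)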
# Tat export inh – blocks Tat-dependent protein export in E. coli; E. coli MC4100 TorA-mCherry Tat export, fluorescence; inhibition, % at 10 µM; 340,000 tested, 0.036% active; AID 488895;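 active = mean replicate inhibition at least 50% and at least half of replicates individually reaching 50%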;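 note: exported cargo escapes ClpAP degradation while cytoplasmic cargo is degraded and loses fluorescence; 0% = median of neutral control wells and 100% = median of NaSCN control wells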
# Rtt109 HAT inh – C. albicans Rtt109 histone acetyltransferase inhibition; Q5AAJ8; purified Rtt109/Vps75, ThioGlo CoA-SH fluorescence, 4 h; inhibition, % at 34.9 µM; 330,000 tested, 0.16% active; AID 540336;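 active = inhibition of at least 50% in every replicate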
# Target sequence (Q5AAJ8 whole entry, looked up): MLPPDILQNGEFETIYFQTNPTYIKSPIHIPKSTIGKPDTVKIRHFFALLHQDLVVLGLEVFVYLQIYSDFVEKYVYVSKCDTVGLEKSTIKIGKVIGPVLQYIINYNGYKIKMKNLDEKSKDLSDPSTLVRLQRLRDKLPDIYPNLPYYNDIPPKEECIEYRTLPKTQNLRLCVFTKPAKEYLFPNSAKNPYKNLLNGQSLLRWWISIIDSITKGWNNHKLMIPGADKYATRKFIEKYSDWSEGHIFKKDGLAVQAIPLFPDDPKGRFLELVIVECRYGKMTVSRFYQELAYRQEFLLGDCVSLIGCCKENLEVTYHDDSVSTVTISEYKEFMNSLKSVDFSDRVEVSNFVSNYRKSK
# cardiac RTF act – cardiac RTF calcium sensitization; 340,000 tested, 0.24% active; activation, % at 7.2 µM; P19429+P45379; IANBD-labeled TnC RTF fluorescence at EC20 calcium; 0% EC20 calcium, 100% full calcium; AID 493008;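 active = activation above the mean over all tested compounds plus 3 SD, cut at about 30% in these data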;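 note: rise in fluorescence read as greater calcium sensitivity of cardiac thin filaments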
# dFosB act – activators of mouse delta FosB homodimer. activation, % at 25 µM. P13346. AID 493131. 340,000 tested, 0.99% active. purified delta FosB, TAMRA-CDK5 oligo fluorescence polarization; percent of positive-control signal above neutral wells;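 active = mean activation above about 17%, with every replicate also reaching it, limit read from the data, passing the limit was not always enough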;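 note: fluorescence polarization rise as delta FosB binds a TAMRA Cdk5 AP-1 oligo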
# Target sequence (P13346 whole entry, looked up): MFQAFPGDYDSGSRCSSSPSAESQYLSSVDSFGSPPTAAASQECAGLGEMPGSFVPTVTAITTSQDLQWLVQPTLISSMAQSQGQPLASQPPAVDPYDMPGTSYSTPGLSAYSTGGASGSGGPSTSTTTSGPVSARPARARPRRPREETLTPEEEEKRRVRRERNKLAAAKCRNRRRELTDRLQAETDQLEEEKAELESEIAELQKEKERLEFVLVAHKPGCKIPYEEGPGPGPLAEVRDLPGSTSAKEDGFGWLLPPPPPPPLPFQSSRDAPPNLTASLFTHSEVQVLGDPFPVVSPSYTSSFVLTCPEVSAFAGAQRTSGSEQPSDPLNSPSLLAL
# CDK5 p35 inh – inhibitors of human CDK5/p35 kinase; inhibition, % at 10 µM; 330,000 tested, 0.01% active; Recombinant CDK5/p35, ADP-Glo luminescence, 60 min; Q00535+Q15078;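 active = highest replicate inhibition of at least 50% and at least 75% of replicates reaching 50%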;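 note: plate controls were DMSO neutral control for no effect and GW8510 at 10 µM for full effect; many of its hits are not listed in these tables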
# CAL PDZ FP-2 – inhibitors of human CAL PDZ peptide binding; purified CAL PDZ, TMR-peptide fluorescence polarization, 1 h; AID 602252; inhibition, % at 24.9 µM; Q9HD26; 300,000 tested, 0.92% active;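 active = mean inhibition of at least 30% with at least half of replicates also reaching 30%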;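 note: 0% = DMSO neutral control and 100% = excess unlabeled competitor peptide PRC23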
# Active calls of the source: *; . = not tested or not shown.
# The line under a structure holds: V-ATPase pH	Wnt bcat act	MITF TRPM1 HTS	CAL PDZ FP-1	Tat export inh	Rtt109 HAT inh	cardiac RTF act	dFosB act	CDK5 p35 inh	CAL PDZ FP-2
O=S(=O)(CC(c1ccccc1)N1CCCCC1)c1ccc(Cl)cc1 (stereo unspecified)
 : 0	-1	.	-0.3	-5	0	.	-6	1.7	.
N#CCCCSc1nnc(CSc2nc3ccccc3s2)n1-c1ccccc1
 : 2	.	-9	-2.1	9	0	-8	0	-2.7	-1
CC1CCCCC12NC(=O)N(CC(=O)OCC(=O)c1ccc(OC(F)F)cc1OC(F)F)C2=O (stereo unspecified)
 : -4	2	10	-0.4	-1	10	-1	-3	0.1	-4
COc1ccc(NC(=O)CN2C(=O)COc3ccccc32)cc1OC
 : 1	-1	-5	-0.7	1	7	10	-12	-0.7	.
O=C(CSc1nc2cc([N+](=O)[O-])ccc2n1-c1ccc(F)cc1)NC1CCS(=O)(=O)C1 (stereo unspecified)
 : -2	-5	-7	-1.9	-2	12	-9	4	-0.9	-4
O=C(NCCc1c[nH]c2ccccc12)C(=O)NCC1OCCCN1S(=O)(=O)c1ccc(F)cc1 (stereo unspecified)
 : 2	-4	-5	-2.6	-4	7	-4	-5	0.0	-1
O=C(NC1(C(F)(F)F)NC(=O)N(Cc2cccnc2)C1=O)c1ccc(F)cc1 (stereo unspecified)
 : 2	0	-3	0.1	5	4	2	4	-1.1	-3
O=C(O)c1cc(N/N=C/c2cccnc2)ccc1Cl
 : 1	3	-15	0.1	-2	7	1	3	0.2	4
CCCCn1nnnc1SCC(=O)Nc1cccc(C)n1
 : -26	3	0	-1.4	1	-3	3	5	-1.2	-2
CN(C)S(=O)(=O)c1ccc(-n2cccc2)cc1
 : 3	1	-3	-1.2	-1	-4	-6	-7	0.5	-1
CCOc1ccc(CNc2ccc3c(c2)nc(C)n3C)cc1
 : -4	.	25	0.7	7	12	-4	-6	-5.3	-5
CCS(=O)(=O)c1ccc2oc(SCC(=O)c3c(N)n(C4CC4)c(=O)[nH]c3=O)nc2c1
 : 0	-4	7	-0.6	-11	-5	-1	0	-0.6	.
Cc1nn(-c2ccccc2)c2c1C(c1ccc(F)cc1)C(C#N)=C(N)O2 (stereo unspecified)
 : 0	.	-4	-2.9	-7	0	0	-1	-0.1	-4
COc1ccc(NC(=S)N2CCC(Cc3ccccc3)CC2)cc1OC
 : -1	-1	-10	-0.7	-9	3	-3	-14	-2.5	-1
CCOC(=O)c1[nH]c(C)c(C(=O)OC(C)C(=O)Nc2ncc(Cl)cc2Cl)c1C (stereo unspecified)
 : -1	.	-13	-1.2	5	1	-4	4	0.4	-2
CCn1c2nc(SCCN3CCOCC3)nnc2c2cc(C)cc(C)c21
 : -1	-3	-11	-1.5	-4	3	10	-28	-2.7	-3
CSc1sc(C)cc1C1C(C#N)=C(N)N(c2cccnc2)C2=C1C(=O)CC(C)(C)C2 (stereo unspecified)
 : -1	-2	-1	0.1	-4	0	2	-10	-2.2	-1
CCOC(=O)c1c(CN(C)C)n(-c2ccccc2)c2cc(Br)c(O)cc12
 : -2	-1	-9	-1.6	-8	4	7	-8	1.1	-7
O=[N+]([O-])c1cccc(S(=O)(=O)Nc2nc3ccccc3nc2Nc2cccc(S(=O)(=O)N3CCCCC3)c2)c1
 : -3	-24	-33	-0.3	10	20	-6	-21	-0.7	3
CC(=O)NCc1ccc(C(=O)COC(=O)COc2ccccc2)s1
 : -2	-1	-4	-2.6	-7	-7	3	-9	-6.0	-2
CCn1c(Cc2cccs2)nnc1SCC(=O)c1ccc(C)cc1
 : -3	.	7	-2.5	-8	4	-2	-7	-1.5	.
O=S(=O)(NCCc1ccccc1)c1ccccc1
 : 4	.	19	0.1	0	7	-6	1	0.2	-1
CS(=O)(=O)c1ccc(C(=O)N2CCN(C(=O)c3ccco3)CC2)cc1
 : 6	1	4	-0.8	-8	-5	0	-2	-0.8	-1
COc1ccc(-n2nc([N+](=O)[O-])c(=NCc3ccco3)n2O)cc1
 : -1	43*	15	-1.8	-5	-3	5	4	0.2	-1
COCCCNC(=O)Cn1cc(C(=O)c2cccs2)c2ccccc21
 : -4	.	-8	-1.4	-2	10	-5	3	-1.4	-3
O=C(Nc1ccc(F)cc1)c1ccc2c(=O)n(CC3CCCO3)c(=S)[nH]c2c1 (stereo unspecified)
 : 0	-4	14	-5.6	2	-18	1	-2	1.1	-4
Cn1cnc(S(=O)(=O)N2CCN(C(c3ccccc3)c3ccccc3)CC2)c1
 : 3	0	1	-1.1	21	14	7	2	2.2	-8
Cc1nc2cc(NS(=O)(=O)c3c(C)c(C)cc(C)c3C)ccc2s1
 : -1	.	-21	.	6	10	-4	-7	0.4	-5
CS(=O)(=O)N(CC(=O)Nc1ccccc1C(=O)NCc1ccco1)c1ccccc1F
 : -1	-1	2	-3.7	2	12	5	-8	-2.4	-2
CN1CCC(=NNC(=O)CN(c2cccc([N+](=O)[O-])c2)S(=O)(=O)c2ccccc2)CC1
 : -2	0	4	-0.3	4	-10	2	-7	0.5	-7
CC(=O)C1=C(C)N(CC2CC2)C(=O)N[C@H]1c1ccccc1
 : 4	0	-4	-0.6	3	0	6	-3	-1.8	-1
COc1ccc(C2CN=NC2C(=O)c2ccccc2)cc1 (stereo unspecified)
 : -2	0	-2	0.2	-4	-1	1	0	-0.1	-1
Cc1ccc(Sc2ccc(/C=N/O)cc2[N+](=O)[O-])cc1
 : 0	.	2	-0.9	26	-3	-6	-6	1.9	1
CC1CCCCN1CC(=O)NC(=O)NCc1ccccc1 (stereo unspecified)
 : -1	0	-2	-1.1	-16	-1	-3	-3	0.6	-1
CCN(CC)c1ccc(/C=C(\C#N)C(N)=O)cc1
 : 5	-1	46	0.2	-3	16	7	-9	1.1	.
CCC(=O)Nc1ccc(S(=O)(=O)Nc2ccc(Cl)nn2)cc1
 : -1	-1	-3	-2.0	-4	0	-2	-8	-2.4	1
COc1ccc(N(C(=O)c2cc3ccccc3oc2=O)C2C=CS(=O)(=O)C2)c(OC)c1 (stereo unspecified)
 : 0	0	-9	-0.6	-3	4	-5	-7	4.4	-3
O=C(Nc1cccnc1)c1cccc(S(=O)(=O)N2CCCC2)c1
 : 3	-2	2	-4.3	6	-11	6	-9	-0.7	-4
COc1ccc(/C=C/C(=O)c2ccc(O)cc2)cc1CN1CCOCC1
 : 1	.	-16	0.5	-8	15	6	-13	-1.4	-1
CN(c1ccccc1)S(=O)(=O)c1ccc(Cl)c(C(=O)NCC(c2ccco2)N2CCCC2)c1 (stereo unspecified)
 : 2	0	-6	-0.5	1	3	4	-15	-1.8	.
O=C(Nc1cccc(S(=O)(=O)N2CCCCCC2)c1)c1ccc2c(c1)OCO2
 : 4	-1	-8	-1.6	3	-14	10	-13	-1.0	0
CN1CCN(C(=O)/C(=C/c2ccccc2)c2ccccc2)CC1
 : 1	.	-8	1.7	-6	-18	4	-1	0.1	-2
C/C(=N\O)C(=O)NCc1ccncc1
 : 0	4	.	-0.5	22	-2	-4	4	1.1	-2
O=C(O)C(CC1CCCCC1)N1CCS(=O)(=O)CC1 (stereo unspecified)
 : -5	-1	1	0.3	5	8	6	-4	-0.5	2
O=C(CSc1ccccc1)Nc1cc(S(=O)(=O)N2CCOCC2)ccc1N1CCOCC1
 : 0	-2	0	.	3	-6	5	-6	-3.1	0
CCC1CCC(NC2CCCCNC2=O)CC1 (stereo unspecified)
 : -63	-4	-15	.	-14	2	0	-1	-0.5	-10
C/C(=N\N=C(/N)c1nonc1N)c1ccc2c(c1)OCO2
 : 2	12	.	-0.9	4	-5	0	1	-1.9	.
COC(=O)CSc1ccc(S(=O)(=O)N2CCCCCC2)cc1[N+](=O)[O-]
 : 1	-1	-2	-0.4	3	1	-2	10	-0.9	.
COc1ccc(-c2nn(-c3ccccc3)cc2C(=O)NC2CCC(C)CC2)cc1 (stereo unspecified)
 : 0	2	8	-1.9	2	-6	0	-11	0.4	-4
COc1ccc(-c2nc(CS(=O)CC(=O)N3CCN(C)CC3)c(C)o2)cc1 (stereo unspecified)
 : -3	-3	-5	-2.2	8	-6	-2	-4	.	-1
O=C(O)c1ccccc1C(=O)OC1CCCC2CCCC21 (stereo unspecified)
 : -2	-3	-4	-1.0	-8	-2	-1	5	-0.7	0
Cc1cc(SCC(=O)NC(=O)c2cccn2C)nc2ccccc12
 : 2	-2	5	-1.2	-1	13	1	-5	0.3	-5
COc1ccc(NC(=O)c2ccc(-n3cccn3)nc2)cc1
 : 3	.	20	-0.2	-1	5	-3	3	0.6	.
CN1CCN(c2ccc(S(=O)(=O)N3CCCCC3)cc2NC(=O)CSCc2ccccc2)CC1
 : 8	2	10	-1.8	3	28	-4	-4	1.6	-3
NC(=O)C1CCN(C(=O)CCSCc2ccc(Cl)c(Cl)c2)CC1
 : 3	0	.	0.6	-10	-7	-1	0	1.4	-1
O=C(Nc1ccc(Cl)cn1)c1ccc(-c2ccc(Cl)c(Cl)c2)o1
 : -3	.	3	0.7	1	5	1	-3	0.6	3
O=C(O)c1ccc2c(c1)N(Cc1cccc(F)c1)C(=O)CS2
 : 0	-1	-4	-0.8	8	-7	-1	-5	0.1	.
Cc1cccc(NC(=O)c2cc3n(n2)C(C(F)(F)F)CC(C2CC2)N3)c1C (stereo unspecified)
 : -1	.	.	-0.7	9	-3	3	-6	-0.4	-1
O=C(Cc1ccc(Cl)cc1)NNC(=S)NC(=O)c1cccnc1
 : -5	-3	6	-1.9	-6	-2	-4	0	-0.2	-3
O=C(COc1ccc2ccc(=O)oc2c1)Nc1c(Cl)cccc1C(F)(F)F
 : -5	-1	-4	19	-1	-3	-3	-3	-0.2	.

# Retrieved by structure from the entries so far, four records:
# The line under a structure holds: V-ATPase pH	Wnt bcat act	MITF TRPM1 HTS	CAL PDZ FP-1	Tat export inh	Rtt109 HAT inh	cardiac RTF act	dFosB act	CDK5 p35 inh	CAL PDZ FP-2
O=C(O)c1ccc2c(c1)N(Cc1cccc(F)c1)C(=O)CS2
 : 0	-1	-4	-0.8	8	-7	-1	-5	0.1	.
COC(=O)CSc1ccc(S(=O)(=O)N2CCCCCC2)cc1[N+](=O)[O-]
 : 1	-1	-2	-0.4	3	1	-2	10	-0.9	.
O=C(COc1ccc2ccc(=O)oc2c1)Nc1c(Cl)cccc1C(F)(F)F
 : -5	-1	-4	19	-1	-3	-3	-3	-0.2	.
CCC1CCC(NC2CCCCNC2=O)CC1 (stereo unspecified)
 : -63	-4	-15	.	-14	2	0	-1	-0.5	-10

# Next part:
# The line under a structure holds: V-ATPase pH	Wnt bcat act	MITF TRPM1 HTS	CAL PDZ FP-1	Tat export inh	Rtt109 HAT inh	cardiac RTF act	dFosB act	CDK5 p35 inh	CAL PDZ FP-2
Cc1ccc(NC(=O)CSc2nccn2C)cc1S(=O)(=O)N1CCOCC1
 : 1	.	8	1.2	-8	2	1	-4	-0.7	-14
CC(C)CCNC(=O)c1cccc(S(=O)(=O)N2CCc3ccccc32)c1
 : 3	0	-7	-3.6	3	-9	-4	-16	0.9	-2
CN(C1CCS(=O)(=O)C1)S(=O)(=O)c1ccccc1 (stereo unspecified)
 : 1	9	-1	0.8	-7	-10	5	3	-1.8	3
COc1cccc(N2CC(=O)N(NC(=O)CSc3nc(C)cc(C)c3C#N)CC2=O)c1
 : -3	-4	-11	-0.8	-5	1	2	1	-1.1	-6

# Screening data from PubChem.
